Compound activity: PubChem, several laboratories
GPR55 antagonists – GPR55 antagonists blocking LPI-driven arrestin recruitment, primary screen, imaging, U2OS, beta-arrestin-GFP, LPI agonist (AID 2013). U2OS GPR55 beta-arrestin-GFP translocation imaging, LPI antagonism; higher % means a stronger effect. one-dose inhibition, % at 10 µM; IC50 in µM for titrated hits. 290,000 tested, 0.13% active;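 active means spots per cell inhibited over 60%, with over 100 cells counted and total cytoplasm intensity under 500,000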;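 further: U2OS cells stably carrying GPR55 and arrestin-GFP stimulated by 5 µM LPI near EC80; imaged beta-arrestin-GFP aggregate spots per cell after agonist stimulation; plate controls were LPI-stimulated DMSO wells for no effect and DMSO wells without LPI for full effect; some results filed as inactive read as strong as hits; confirmed hits need IC50 under 10 µM and bright autofluorescent wells are also inconclusive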
GPR55 beta-arrestin – GPR55 agonists via beta-arrestin recruitment, primary screen, imaging, U2OS cells, beta-arrestin-GFP redistribution (AID 1961); U2OS GPR55 beta-arrestin-GFP redistribution imaging; higher % means a stronger effect; activation, % at 10 µM, or EC50 in µM where a hit was titrated; 290,000 tested, 0.048% active;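 active means activation above 40% with more than 50 cells counted in the well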;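 further: U2OS osteosarcoma cells stably expressing GPR55 and beta-arrestin-GFP; plate controls were DMSO negative control for no effect and LPI positive control for full effect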
HEK293 NOD2/NF-kB – NOD2 signaling inhibitors, cell-based, luminescence, uHTS, HEK293 (AID 1566). HEK293 NOD2/NF-kB luciferase reporter, luminescence; higher % means a stronger effect. one-dose inhibition, % at 4 µM; EC50 in µM for titrated hits. 290,000 tested, 0.63% active; further: many of its hits are not listed in these tables
KOR beta-arrestin-1 – KOR agonists, beta-arrestin recruitment, primary screen, cell-based, luminescence, uHTS (AID 1777). 280,000 tested, 0.02% active. activation, % at 10 µM, or EC50 in µM where a hit was titrated. KOR beta-arrestin recruitment, luminescence; higher % means a stronger effect; in the data active means activation above about 50%, passing the limit was not always enough; further: a part of the inactive calls stands beside numbers as strong as those of hits
HIV fusion peptide – inhibitors of HIV fusion peptide binding, primary screen, biochemical, uHTS, fluorescence dequenching (AID 1986); cell-free peptide binding, fluorescence dequenching, 30 min; higher % means a stronger effect; inhibition, % at 20 µM; hits with a dose series show IC50 in µM; 290,000 tested, 0.3% active; in the data active means inhibition mostly above about 52%, no sharp cut-off; inactive means mostly below about 76%; further: some results filed as inactive read as strong as hits
NOD1 NF-kB reporter – NOD1 signaling inhibitors, primary screen, cell-based, luminescence, uHTS (AID 1578); 290,000 tested, 1% active; NOD1-driven NF-kB luciferase reporter cells, luminescence; higher % means a stronger effect; inhibition, % at 4 µM; hits with a dose series show EC50 in µM; in the data active means inhibition mostly above about 36%, no sharp cut-off; inactive means mostly below about 34%;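 further: HEK-293T reporter cells stimulated with the NOD1 agonist gamma-tri-DAP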
Myeloid diff 2 – induction of myeloid progenitor differentiation, primary screen, cell-based, flow cytometry, MLPCN library; 360,000 tested, 1% active; ER-HoxA9 myeloid progenitors, lysozyme-GFP differentiation; calls only at 10 µM; AID 624256, 2012;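 active means normalized GFP-positive differentiation at or above the plate's own cutoff, the solvent-only control mean plus 3 SD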;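 further: cells exposed to compound for four days before flow analysis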
GPR35 arrestin U2OS – GPR35 antagonists blocking zaprinast-driven arrestin recruitment, primary screen, imaging, U2OS, beta-arrestin-GFP, zaprinast agonist (AID 2058); G-protein coupled receptor 35 (Homo sapiens); U2OS GPR35 beta-arrestin-GFP translocation imaging, zaprinast antagonism; higher % means a stronger effect; one-dose inhibition, % at 10 µM; IC50 in µM for titrated hits; 290,000 tested, 0.052% active;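 active means inhibition of at least 50% with at least 30 cells and total cytoplasm GFP at most 10,000,000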
KOR beta-arrestin-2 – KOR antagonists, beta-arrestin recruitment, cell-based, luminescence, uHTS (AID 1778). Kappa-type opioid receptor (Homo sapiens). 290,000 tested, 0.091% active. inhibition, % at 10 µM, or IC50 in µM where a hit was titrated. KOR beta-arrestin recruitment, luminescence, antagonist mode; higher % means a stronger effect; further: strong numbers were not always called active
Myeloid diff 2 GFP+ MAC1+ % – also measured in Myeloid diff 2; calls as there; GFP+ MAC1+ double positive, %; measured here: differentiation confirmed by MAC1 staining
* = called active by the depositor; i = inactive; . = no result given; + = active, no number; [ ] = dose if it differs, or a comment. Unless noted, no stated cut-off is given here; in the data, active means inhibition above about 50%; inactive means the rest. This is a subset; rates above refer to the full screens.

SMILES | GPR55 antagonists | GPR55 beta-arrestin | HEK293 NOD2/NF-kB | KOR beta-arrestin-1 | HIV fusion peptide | NOD1 NF-kB reporter | Myeloid diff 2 | Myeloid diff 2 GFP+ MAC1+ % | GPR35 arrestin U2OS | KOR beta-arrestin-2
CC(=O)c1sc(=S)n(-c2ccc(Cl)cc2)c1C | 13% | 0.3% | 2% | -5.2% | 0.6% | -14% | i | 0.4 | -2% | -42%
COc1cccc(/C=N/c2nc3ccccc3n2C)c1O | 4% | -0.1% | 1% | 1.3% | 2.2% | 8% | i | 0.5 | 9% | 1%
CC(=O)c1ccc(COC(=O)c2cc3ccccc3oc2=O)cc1 | 14% | 0.1% | 12% | 0.4% | 1.3% | -21% | i | 0.5 | 3% | -44%[20 µM]
CCc1cc(=O)oc2cc(C)cc(OC(C)C(=O)NCCCN3CCCC3=O)c12 (centres undefined) | 17% | -0.1% | 12% | -2.5% | 0.3% | -19% | i | 0.0 | -18% | 22%
COc1cccc(OCC(O)CN2CCC(C)CC2)c1 (centres undefined) | -11% | 0.0% | -6% | 3.6% | 3.2% | -27% | i | 0.7 | -2% | -8%
Cc1ccc(-c2nc(CS(=O)CC(=O)NCc3ccc(Cl)cc3)c(C)o2)cc1 (centres undefined) | 2% | -0.1% | 8% | 3.8% | 0.9% | 8% | i | 4.3 | -19% | -37%
N#Cc1ccc(-c2nc3cc(Cl)ccc3c(=O)n2O)cc1 | 2% | -0.1% | 22% | -0.2% | 0.7% | 15% | i | 2.1 | -19% | -48%
COc1ccc(OC)c(C2=NS(=O)(=O)N(C)C(C(=O)Nc3ccc(C(C)=O)cc3)=C2)c1 | 2% | -0.1% | 4% | -1.1% | 1.3% | 3% | i | 3.3 | -12% | -8%
CC(C)CN1C(=O)NC(NC(=O)c2cccs2)(C(F)(F)F)C1=O (centres undefined) | 5% | 0.0% | 26% | -1.9% | -2.1% | -7% | i | 2.1 | 20% | -4%
O=S(=O)(Nc1ccc2c(c1)OCCO2)c1ccc(F)cc1 | 0% | -0.1% | 9% | -0.9% | 1.8% | 9% | i | 6.7 | -3% | -10%
Cc1cc(NC(=O)c2cc(CC(C)C)on2)no1 | -2% | -0.3% | -37% | -5.5% | -3.2% | -27% | i | 2.9 | 11% | -2%
Nc1ccc2c(c1)C/C(=C/c1ccco1)C2=O | 5% | 0.0% | -4% | 2.1% | 74%* | -4% | i | 0.0 | 8% | 12%
CC(C)C(=O)Nc1ccc(C(=O)NCc2cccnc2)cc1 | 9% | 0.3% | -2% | 2.8% | -0.3% | -35% | i | 0.0 | 1% | 3%
Cc1onc(-c2c(Cl)cccc2Cl)c1C(=O)c1ccccc1 | 18% | -0.2% | -2% | -2.9% | -2.7% | -8% | i | 0.7 | -1% | 14%
Oc1ccc(Br)cc1/C=N/N1CCN(Cc2ccccc2)CC1 | 5% | 0.2% | 0% | 8.0% | -2.8% | 3% | i | 0.6 | -2% | -24%
Cc1ccc2nc(SCC(=O)Nc3ccc(F)cc3F)[nH]c2c1 | 13% | -0.1% | 13% | -3.2% | 2.1% | -6% | i | 0.7 | 23% | -5%
O=C(/C=C/c1ccccc1)N1CCN(c2ccc([N+](=O)[O-])c(N3CCOCC3)c2)CC1 | -13% | 0.2% | -5% | 3.2% | -2.7% | 1% | i | 0.1 | -13% | -20%
CCOC(=O)C1(CCOc2ccccc2)CCN(CC=C(C)C)CC1 | 3% | 0.2% | -34% | -3.8% | -0.7% | -24% | + | 0.7* | 0% | -10%
COc1ccccc1OCC(=O)Nc1cccc(C(=O)N2CCOCC2)c1 | 1% | -0.1% | 8% | -0.9% | -1.7% | . | i | 0.3 | 4% | 38%
COc1ccc(CNC(=O)CN(c2ccccc2)S(=O)(=O)N(C)C)cc1 | 0% | -0.3% | 2% | 0.4% | 0.0% | -36% | . | . | -4% | 7%
C/C=C/Cn1c(SC)nc2c1c(=O)[nH]c(=O)n2C | -7% | -0.2% | 12% | -2.0% | -1.9% | 13% | i | 0.7 | 5% | -32%
NNC(=O)[C@H](Cc1ccccc1)NC(=O)NCCc1ccccc1 | 10% | -0.1% | 2% | -1.4% | -1.3% | -2% | i | 0.6 | -2% | -22%
CSc1cccc(NC(=S)N(CCCN2CCC(C)CC2)Cc2cccs2)c1 | 18% | -0.3% | -1% | 3.0% | -0.9% | -9% | i | 0.3 | 5% | -13%
CCOC(=O)CCSc1nc(C)c2ccccc2n1 | 3% | 0.2% | -4% | -3.1% | 0.9% | -30% | i | 0.7 | -10% | -15%

3 compounds out of the list, arranged by molecular weight, high to low:
SMILES | GPR55 antagonists | GPR55 beta-arrestin | HEK293 NOD2/NF-kB | KOR beta-arrestin-1 | HIV fusion peptide | NOD1 NF-kB reporter | Myeloid diff 2 | Myeloid diff 2 GFP+ MAC1+ % | GPR35 arrestin U2OS | KOR beta-arrestin-2
CSc1cccc(NC(=S)N(CCCN2CCC(C)CC2)Cc2cccs2)c1 | 18% | -0.3% | -1% | 3.0% | -0.9% | -9% | i | 0.3 | 5% | -13%
COc1ccccc1OCC(=O)Nc1cccc(C(=O)N2CCOCC2)c1 | 1% | -0.1% | 8% | -0.9% | -1.7% | . | i | 0.3 | 4% | 38%
Cc1ccc2nc(SCC(=O)Nc3ccc(F)cc3F)[nH]c2c1 | 13% | -0.1% | 13% | -3.2% | 2.1% | -6% | i | 0.7 | 23% | -5%

(cont.)
SMILES | GPR55 antagonists | GPR55 beta-arrestin | HEK293 NOD2/NF-kB | KOR beta-arrestin-1 | HIV fusion peptide | NOD1 NF-kB reporter | Myeloid diff 2 | Myeloid diff 2 GFP+ MAC1+ % | GPR35 arrestin U2OS | KOR beta-arrestin-2
COc1cc2c(cc1NC(=O)CSc1ccccc1)oc1ccccc12 | 11% | 0.67µM* | 1% | 1.4% | -0.6% | -8% | i | 0.7 | -1% | 1%
COc1ccc(CCNS(=O)(=O)c2ccc3c(c2)NC(=O)C(C)S3)cc1OC (centres undefined) | -4% | -0.2% | 22% | -0.9% | -1.0% | 15% | i | 0.9 | -8% | -5%
CC(C)NC(=O)COCc1cc(-c2ccc3c(c2)OCO3)on1 | -5% | -0.1% | -30% | 2.7% | -0.4% | -11% | i | 0.4 | 2% | -20%
CC1Cc2ccccc2N1C(=O)C1CCN(S(=O)(=O)c2cccs2)CC1 (centres undefined) | 2% | -0.1% | 16% | -3.2% | 0.0% | 17% | i | 1.1 | 4% | -26%
Nc1c2c(nc3ccccc13)N(c1ccccc1)CC2 | 5% | 0.7% | -2% | -1.0% | 0.5% | -26% | i | 1.3 | -7% | 28%
CC(=O)c1cc(OC(=O)c2ccncc2)ccc1OC(=O)c1ccncc1 | 1% | -0.1% | 12% | -3.9% | -0.1% | -21% | i | 1.0 | 7% | 12%
CCCc1nc2ccccc2c(C(=O)OCC(=O)c2ccc3c(c2)NC(=O)CO3)c1CC | 7% | 0.2% | 8% | 4.8% | -0.5% | -40% | i | 0.7 | -2% | 17%
CCOC(=O)c1cccc(NC(=O)C(C)N2C(=O)c3ccccc3C2=O)c1 (centres undefined) | 2% | -0.3% | 3% | -1.4% | 0.3% | 7% | i | 0.7 | 10% | 23%
CC(=O)N(C(C)=O)c1c(N2CCOCC2)c2ccccc2oc1=O | 10% | -0.1% | 3% | -5.3% | 0.3% | -17% | i | 0.8 | -5% | 17%
CC(C)C(C)(C#N)NC(=O)CSc1nc2scc(-c3ccc(F)cc3)c2c(=O)n1Cc1ccccc1 (centres undefined) | 12% | -0.2% | 2% | -3.1% | 2.0% | -11% | i | 0.7 | -7% | -17%
O=C(NC(=S)Nc1ccccc1N1CCOCC1)c1ccccc1F | 16% | 0.7% | 8% | 4.5% | 1.6% | 2% | i | 2.9 | 9% | -19%
COc1ccc(/C=N/c2c(-c3ccc(OC)cc3)nc3n2CCS3)cc1 | -16% | -0.3% | -7% | -3.8% | 1.9% | -36% | i | 4.6 | -20% | 5%
COc1ccccc1CNC(=O)c1cc(S(=O)(=O)N2CCCC2)cn1C | -10% | -0.1% | -6% | -3.6% | 2.1% | 10% | i | 2.7 | 10% | 8%[20 µM]
C=CCn1c(SCc2c(C)noc2C)nc2sc3c(c2c1=O)CCCCC3 | 55% | -0.2% | 22% | -0.2% | 1.7% | 39% | i | 2.6 | -6% | 11%
CC1CCCN(S(=O)(=O)c2ccc(S(=O)(=O)N3CCCN(Cc4ccccc4)C3)cc2)C1 (centres undefined) | 2% | -0.3% | -8% | 6.0% | 0.5% | -8% | i | 10 | -1% | 6%
Cc1cc(NC(=O)CCN2CCN(Cc3ccccc3)CC2)ccc1Br | 3% | -0.1% | 17% | -4.9% | 0.8% | 2% | i | 0.5 | 10% | 9%
Cc1nnc(NC(=O)CCC(=O)N2CCC(C)CC2)s1 | 8% | -0.2% | 8% | 2.0% | 2.2% | -5% | i | 1.1 | 16% | 12%
Nc1c(-c2ccc(Cl)cc2)cnc2ncnn12 | 17% | -0.3% | 10% | 6.0% | -3.3% | 6% | i | 0.8 | 13% | -14%
Cn1cccc1/C=N/NC(=O)c1cc2ccccc2cc1O | -1% | 0.2% | -19% | -4.5% | 20% | -55% | i | 1.7 | 4% | -43%
CC(C)(C)C(=O)c1sc(Nc2ccccc2)nc1N | 2% | 0.1% | -68% | -3.9% | -0.5% | -31% | i | 1.2 | -11% | 1%
COc1ccc(CCNC(=S)Nc2cc(C)ccc2C)cc1 | 22% | 0.3% | 2% | 6.3% | -1.1% | 13% | i | 0.8 | -7% | -14%
Cc1ccccc1OCCCC(=O)Nc1ccc2c(c1)OCO2 | 12% | -0.2% | -27% | -2.7% | 0.7% | . | i | 5.0 | 12% | 22%
COc1ccc(NC(=O)c2ccc3nccnc3c2)cc1 | 8% | -0.3% | 14% | -3.0% | 0.1% | 9% | i | 3.8 | -7% | -36%
CC(C)CC1NC(=O)N(CC(=O)N2CCCc3ccccc32)C1=O (centres undefined) | -3% | -0.4% | -3% | -4.7% | -0.2% | -32% | i | 0.9 | 19% | 10%

Structures shown so far that have an NH in an aromatic ring (2):
SMILES | GPR55 antagonists | GPR55 beta-arrestin | HEK293 NOD2/NF-kB | KOR beta-arrestin-1 | HIV fusion peptide | NOD1 NF-kB reporter | Myeloid diff 2 | Myeloid diff 2 GFP+ MAC1+ % | GPR35 arrestin U2OS | KOR beta-arrestin-2
Cc1ccc2nc(SCC(=O)Nc3ccc(F)cc3F)[nH]c2c1 | 13% | -0.1% | 13% | -3.2% | 2.1% | -6% | i | 0.7 | 23% | -5%
C/C=C/Cn1c(SC)nc2c1c(=O)[nH]c(=O)n2C | -7% | -0.2% | 12% | -2.0% | -1.9% | 13% | i | 0.7 | 5% | -32%
